# Bioassay records (PubChem)
# ELG1 genotoxic: genotoxicity induction in ELG1-luciferase HEK293T cells; HEK293T ELG1-luciferase reporter, luminescence, 16 h; Potency, µM (series often up to 46 µM), inactives show top-dose activity change, positive = activation, hits mostly activators; hit rate 1.3% among 330,000; AID 504466; also: potency is read from the fitted curve at half-maximal effect; % of control where 0% means no effect; nearly all actives have a fitted effect of over 60% in size
#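 Reporter readout depends on ELG1 protein level, which increases with genetic stress. After 16 hr compound exposure at 37 °C, luciferase activity was quantified using ONE-Glo.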
# NPC1 promoter act: activators of NPC1 promoter; Huh7 NPC1 promoter luciferase reporter, 24 h; AID 485313; Potency, µM (highest dose often 9.22 µM), for inactives: at the highest dose activation, most hits filed as activators; hit rate 2.4% among 320,000;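 also: potency is read from the fitted curve at half-maximal effect; % of control where 0% means no effect; nearly all actives have a fitted effect of over 60% in size; reporter is driven by a mutant NPC1 promoter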
#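 Huh7 cells stably carrying NPC1 promoter–luciferase, plated in Opti-MEM with 10% FBS for 2 h, were exposed to compound in DMSO for 24 h at 37 °C; luciferase reagent was added for 10 min and luminescence read.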
# VP16 counter: counter-screen for ROR gamma inhibitors: Gal4-VP16 reporter; Drosophila S2 Gal4-VP16 UAS-luciferase, luminescence, 20 h; Potency, µM (doses to about 53.6 µM), without a hit: top-dose activity, negative = inhibition, most hits filed as inhibitors; hit rate 3.5% among 310,000;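 also: Gal4-VP16 expression switched on by copper sulfate through the metallothionein promoter; potency is read from the fitted curve at half-maximal effect; % is scaled to controls: 0 for no effect and ±100 for the full control effect; nearly all actives have a fitted effect of over 50% in size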
# ELG1 DNA repair: inhibitors of ELG1-dependent DNA repair in HEK293T cells | AID 504467 | Potency, µM (doses to about 46.1 µM), without a hit: at the highest dose activity change, negative = inhibition, most hits filed as inhibitors | hit rate 2.3% among 330,000 | HEK293T ELG1-luciferase reporter, luminescence, 16 h; DNA damage induced by 5-fluorouridine; also: potency is read from the fitted curve at half-maximal effect; % is scaled to controls: 0 for no effect and ±100 for the full control effect; nearly all actives have a fitted effect of over 55% in size
#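 5-Fluorouridine DNA damage + compound/DMSO, 2,000 cells/well, 16 h, 37 °C/5% CO2. ONE-Glo, 30 min RT, luminescence. Readout = decrease in reporter signal.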
# Rab9 prom act: activators of Rab9 promoter. Potency, µM (doses to about 9.22 µM), for the others: top-dose activation, negative = inhibition, usual class: activators. AID 485297. hit rate 2.8% among 320,000. Huh7 Rab9 promoter-luciferase reporter, luminescence, 24 h; also: potency is read from the fitted curve at half-maximal effect; % of control where 0% means no effect; nearly all actives have a fitted effect of over 60% in size
#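 Cell-based reporter: Huh7 stable for Rab9 promoter-driven luciferase, plated in reduced-serum medium with 10% FBS at 1500 cells/well, compound-treated 24 h at 37 °C, luminescence read after 10 min reagent.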
# Tb PFK block: inhibitors of T. brucei phosphofructokinase; Potency, µM (highest dose often 57.5 µM), for the others: top-dose activity, negative = inhibition, most hits filed as inhibitors; T. brucei PFK, ADP-Glo luminescence; hit rate 0.17% among 330,000; AID 485367;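 also: potency is read from the fitted curve at half-maximal effect; 0% = uninhibited 1x PFK enzyme wells and -100% = no-enzyme wells; nearly all actives have a fitted effect of over 60% in size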
#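 PFK 1.25 nM, F6P 0.5 mM, ATP 0.1 mM, 0.1 M TEA pH 8.0, 5 mM MgCl2, 0.01% Tween20, 0.1% BSA; 45 min RT. ADP-Glo readout. qHTS titration up to 57 uM; curves fitted, compounds curve-classed.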
# TRPV1 ag: agonists of human vanilloid receptor 1 (TRPV1) | TRPV1-expressing cells, Fluo-8 calcium influx, agonist mode | Q8NER1 | activation, % at 8.33 µM | AID 540275 | hit rate 0.19% among 320,000; in the data active = activation above about 80%; inconclusive = between about 30% and that limit; also: 0% is about no effect
#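 Cells expressing TRPV1 were dye-loaded with Fluo-8 and read kinetically: 10 s baseline, 3 min after compound (agonist portion), then 2 min after EC20 capsaicin (allosteric enhancer portion). Calcium-bound dye fluorescence at 480/520 nm.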
# RORgamma inh: ROR gamma (mouse) transcription inhibition; P51450; Drosophila S2 Gal4-RORgamma UAS-luciferase reporter, 20 h; Potency, µM (doses to about 53.6 µM), without a hit: at the highest dose activity change, negative = inhibition, usual class: inhibitors; hit rate 5.4% among 310,000; AID 2551; also: potency is read from the fitted curve at half-maximal effect; % is scaled to controls: 0 for no effect and ±100 for the full control effect; nearly all actives have a fitted effect of over 60% in size
# Target sequence (P51450 whole entry, looked up, the tested form may be a part): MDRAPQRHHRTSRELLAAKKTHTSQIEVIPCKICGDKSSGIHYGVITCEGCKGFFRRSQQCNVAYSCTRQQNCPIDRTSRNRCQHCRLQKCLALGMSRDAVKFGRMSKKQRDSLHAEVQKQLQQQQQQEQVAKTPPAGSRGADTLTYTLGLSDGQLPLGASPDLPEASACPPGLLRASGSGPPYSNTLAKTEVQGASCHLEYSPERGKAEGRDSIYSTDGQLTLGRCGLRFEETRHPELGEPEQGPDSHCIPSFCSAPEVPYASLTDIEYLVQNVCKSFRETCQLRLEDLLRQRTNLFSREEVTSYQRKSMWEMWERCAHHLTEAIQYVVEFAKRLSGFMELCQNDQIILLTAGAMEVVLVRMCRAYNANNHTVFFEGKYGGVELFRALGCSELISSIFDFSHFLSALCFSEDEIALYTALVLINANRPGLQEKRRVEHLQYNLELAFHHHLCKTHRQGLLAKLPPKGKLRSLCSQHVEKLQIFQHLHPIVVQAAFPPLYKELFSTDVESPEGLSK
#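 Luminescence from a UAS-regulated Photinus luciferase reporter in stably transfected Drosophila Schneider cells is measured; decreased signal marks ROR gamma inhibition. Fusion expression is induced by 700 uM copper sulfate for 20 hr.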
# BRCA1 expr up: activators of BRCA1 expression; MCF7-BRCA1-FFLuc reporter, luminescence, 48 h; response scale: scaled: vehicle 0%, 10 µM genistein 100%; Potency, µM (doses to about 46.1 µM), without a hit: top-dose activation, usual class: activators; hit rate 1.1% among 380,000; AID 624202; also: potency is read from the fitted curve at half-maximal effect; nearly all actives have a fitted effect of over 80% in size; some results filed as inactive show a strong effect at the top dose
#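 Activators of BRCA1 expression were detected as increased firefly luciferase luminescence in engineered MCF7 cells after 48 h compound incubation. Signals were scaled to genistein 10 microM as full activation.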
# FLuc counter: firefly luciferase modulation, counter-screen for miR-21 project. P08659. purified FLuc, Km substrates, luminescence inhibition. Potency, µM (top dose mostly 57.5 µM), inactives show at the top dose activity change, negative = inhibition, usual class: inhibitors. hit rate 6.9% among 360,000. AID 588342;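 also: potency is read from the fitted curve at half-maximal effect; plate controls were vehicle for no effect and reference inhibitor for full effect; nearly all actives have a fitted effect of over 55% in size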
# Target sequence (P08659 whole entry, looked up): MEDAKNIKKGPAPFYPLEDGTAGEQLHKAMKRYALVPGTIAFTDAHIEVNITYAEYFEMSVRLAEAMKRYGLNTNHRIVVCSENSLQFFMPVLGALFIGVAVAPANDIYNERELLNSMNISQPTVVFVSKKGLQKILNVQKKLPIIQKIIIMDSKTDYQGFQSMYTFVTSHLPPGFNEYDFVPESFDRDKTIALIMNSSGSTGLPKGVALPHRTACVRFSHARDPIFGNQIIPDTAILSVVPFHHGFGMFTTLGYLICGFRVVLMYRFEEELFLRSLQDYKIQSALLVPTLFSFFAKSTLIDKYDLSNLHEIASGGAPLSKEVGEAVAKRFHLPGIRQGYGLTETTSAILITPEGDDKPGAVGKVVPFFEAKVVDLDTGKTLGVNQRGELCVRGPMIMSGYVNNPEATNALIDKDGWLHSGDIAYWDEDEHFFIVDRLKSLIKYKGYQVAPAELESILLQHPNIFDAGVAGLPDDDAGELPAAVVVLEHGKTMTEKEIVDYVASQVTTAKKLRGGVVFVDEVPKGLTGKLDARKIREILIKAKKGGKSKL
#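 Purified P. pyralis luciferase, 10 nM final, with Km-level 10 uM D-luciferin and 10 uM ATP in 50 mM Tris acetate pH 7.5, 10 mM Mg acetate, 0.01% Tween-20, 0.05% BSA; 6-point qHTS titration about 60 µM downward; luminescence read.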
# p53 reactivator: restores transcriptional activity of mutant p53; Potency, µM (doses to about 92.2 µM), for inactives: top-dose activity change, positive = activation, actives largely listed as activators; hit rate 0.063% among 320,000; AID 504706; H1299 p53-A138V BP100-luciferase reporter, luminescence, 24 h; also: potency is read from the fitted curve at half-maximal effect; % of control where 0% means no effect; nearly all actives have a fitted effect of over 45% in size
#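 p53-null H1299 cells stably carrying temperature-sensitive p53-A138V and a BP100-luciferase reporter were pinned with compounds (4-point, 1:5 series) and held 24 hrs at 37 deg C. Luminescence was read 10 min after detection reagent.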
# Starred values were filed as active, the others as inactive; ? = inconclusive; / = not tested or not shown; [ ] = dose if it differs, or a comment. Unless noted, calls follow the shape of the dose curve; as a rule, active = well fitted curve in the direction sought with a large enough effect; inconclusive = small, poorly fitted or top-dose-only effect, or another doubt; inactive = no such curve, though single readings can be large; an effect the other way counts as inactive or inconclusive.
smiles,ELG1 genotoxic,NPC1 promoter act,VP16 counter,ELG1 DNA repair,Rab9 prom act,Tb PFK block,TRPV1 ag,RORgamma inh,BRCA1 expr up,FLuc counter,p53 reactivator
O=C(Nc1cccc(NC(=O)C2C3CC4OC(=O)C2C4C3)c1)c1ccccc1 (centres undefined),-4%,0%,-1%,-6%,-16%,-7%,-2,0%,-8%,?,0%
COc1cccc(C(=O)NC(=S)Nc2ccc([N+](=O)[O-])cc2C)c1,6%,8%,?,13%,-1%,0%,0,7.1µM*,-35%,-1%,-4%
O=C(Cn1cnc2c(OCc3ccccc3)ncnc21)N[C@H](CO)Cc1cc2ccccc2[nH]1,7%,/,/,18%,/,1%,/,/,10%,/,-9%
CN(Cc1ccccc1)c1cc(Cl)nc(N)n1,-3%,-5%,-7%,-12%,-1%,-6%,-2,8%,7%,-7%,-4%
COc1ccc(C(CNC(=O)c2cccc(S(=O)(=O)N3CCOCC3)c2)N2CCOCC2)cc1 (centres undefined),-3%,/,/,2%,/,1%,/,/,-12%,/,3%
COc1cc2c(c(OC)c1OC)-c1c(cc3c(c1OC)OCO3)C1OC2[C@@H](C)[C@H]1C (some centres undefined),-3%,-3%,3%,1%,1%,1%,11,7%,-1%,0%,4%
COc1cccc(N/C(C)=C/C(=O)c2ccc(Br)cc2)c1,?,?,?,?,?,0%,-1,?,75%,5.4µM*,?
COc1ccc(/C=C(/NC(=O)c2ccc(OC)cc2)C(=O)NCCc2c[nH]c3ccccc23)cc1,-5%,1%,-6%,-26%,-10%,-1%,-2,17%,-23%,4%,-3%
O=S(=O)(Cc1ccc(Cl)cc1)N1CCN(c2ncccn2)CC1,-4%,2%,-2%,-3%,4%,1%,5,?,-5%,5%,-3%
Cc1noc(/C=C/c2ccco2)c1S(=O)(=O)N1CCC(C(=O)NCc2ccco2)CC1,-1%,-18%,-7%,?,-16%,0%,?,0%,-35%,1%,-4%
Cc1cccc2c(C(=O)Nn3cnnc3)cc(-c3ccccc3Cl)nc12,-1%,2%,6%,-17%,-10%,7%,-2,13%,20%,?,4%
CCNC(=O)COC(=O)COc1ccc(Cl)cc1C,-1%,0%,-12%,0%,0%,0%,13,-12%,-9%,1%,-5%
COc1ccc(-c2oc3ncnc(NCCCO)c3c2-c2ccc(OC)cc2)cc1,-2%,-1%,-13%,18µM*,0%,-5%,22,22%,-65%,1%,-86%[inhibitor]
COC(=O)c1ccc(CSc2ncnc3ccccc23)o1,-8%,0%,5%,-13%,1%,1%,5,?,0%,-17%,3%
O=C(Nc1ccc(Cl)cc1)Nc1cc([N+](=O)[O-])ccc1F,-13%,1%,?,13µM*,-1%,-4%,30,?,-3%,?,22%
CCOC(=O)c1cccc(NC(=O)CSc2nnnn2C)c1,1%,4%,-1%,8%,11%,0%,5,?,3%,-9%,-3%
CCOC(=O)C1CCN(Cc2nc3ccccc3c(=O)n2-c2ccc(F)cc2)CC1,-9%,-1%,7%,-13%,-2%,-2%,-2,20%,9%,0%,-1%
COc1ccc(NS(=O)(=O)c2cccc(C(=O)NNC(=O)c3cccn3C)c2)cc1,-4%,2%,3%,-2%,8%,?,1,33%,1%,-1%,1%
O=C(CCc1nnc(C2CCCCC2)o1)NCc1ccc(F)c(F)c1,4%,10%,1%,14%,-4%,-7%,17,0%,-4%,-1%,-1%
CCN(CC)S(=O)(=O)c1cc([N+](=O)[O-])ccc1N=Nc1c(O)n(C)c2ccccc12,10%,1%,1%,1%,-6%,4%,-1,-5%,-10%,2%,-5%
CCOC(=O)CC(=O)CSc1nc(-c2cccnc2)cc(C)c1C#N,3%,-7%,-5%,0%,1%,-1%,-2,-8%,8%,4%,-2%
COc1ccccc1OCc1nc(C#N)c(N2CCC(C(N)=O)CC2)o1,2%,6%,0%,0%,-1%,-2%,-2,0%,2%,-1%,-4%
CC(=O)Nc1ccccc1NC(=O)C/C(C)=N/NC(=O)C1CCCCC1,0%,3%,4%,-6%,-3%,0%,0,-16%,-5%,0%,-3%
CCN1C(=O)C(CC(=O)Nc2ccc(OC)cc2)N(Cc2cccnc2)C1=S (centres undefined),1%,2%,6%,-2%,-4%,0%,-3,26%,0%,2%,-1%
CCN1/C(=C\C(C)=O)Sc2ccc(OC)cc21,-5%,-4%,-6%,23µM*,2%,6%,-1,8%,-30%,6%,-2%
COC(=O)[C@]1(Cc2ccccc2)N[C@H](CN(C)C(=O)Nc2ccc(OC)cc2)[C@@H]2C(=O)N(C)C(=O)[C@@H]21,-2%,/,/,9%,/,6%,/,/,2%,/,4%
O=C(Nc1nc(=S)ss1)c1c(F)cccc1F,0%,-7%,1%,-8%,0%,-1%,-2,-9%,-34%,-16%,-5%
O=C(NCc1ccccn1)C(=O)Nc1nc(C23CC4CC(CC(C4)C2)C3)cs1,-8%,-11%,10µM*,-17%,-11%,0%,26,2.8µM*,-23%,?,4%
CCN(c1cccc(C)c1)S(=O)(=O)c1cc(CN2C(=O)c3cccnc3C2=O)ccc1OC,5%,-1%,-9%,17%,2%,-3%,2,-30%,2%,0%,-6%
COc1cccc(-n2c(SC3CCOC3=O)nc3ccccc3c2=O)c1 (centres undefined),3%,-2%,?,17%,2%,-1%,3,?,-2%,0%,-3%
O=C(CN1C(=O)c2ccccc2S1(=O)=O)Nc1ccc(S(=O)(=O)N2CCCC2)cc1,-2%,-3%,-2%,0%,3%,0%,-1,17%,0%,2%,3%
COc1ccc(C(=O)NCC2OCCc3ccccc32)cc1OC (centres undefined),-2%,-3%,-14%,2%,11%,1%,-1,-1%,-10%,-3%,-2%
CCOC(=O)c1sc2nc(C)nc(SCC(=O)N(CC)C3CCS(=O)(=O)C3)c2c1C (centres undefined),-3%,-6%,0%,16µM*,-8%,-4%,3,13%,-10%,?,-4%
COc1ccc(CNC(=O)CN2C(=O)C3C4C=CC(C4)C3C2=O)cc1 (centres undefined),-15%,-2%,-2%,-8%,2%,-1%,17,6%,0%,-1%,-4%
CC(=O)C1C(c2ccc([N+](=O)[O-])cc2)C2C(C)=NN=C2CC1(C)O (centres undefined),0%,-3%,-5%,13%,-3%,3%,3,-6%,-8%,-2%,1%
C#CCOCCOCCOCCNc1nc(N2CCN(C(=O)CCCCCCCCCCNC(=O)Cn3cc(CCCCCN)nn3)CC2)nc(N2CCN(C(=O)CCCCCCCCCCNC(=O)[C@@H](CCSC)n3cc(CCO)nn3)CC2)n1,0%,-3%,/,?,-2%,?,-4,/,-47%,1%,6%
CC1(C)NC(=O)N(CC(O)COc2ccc(-c3ccc(C#N)cc3)cc2)C1=O (centres undefined),-2%,-2%,-15%,-19%,-2%,0%,-1,42%,-30%,-4%,6%
O=C(OCCCC(=O)N1CCOCC1)c1ccccc1,-3%,-2%,-1%,15%,5%,2%,7,44%,9%,5%,1%
CCOC(=O)C1(CCc2ccccc2)CCN(Cc2cnc(N(C)C)s2)CC1,-3%,-3%,-17%,?,-20%,-4%,4,4%,-27%,-2%,3%
S=C(N=Nc1ccccc1)NNc1ccccc1,15%,-2%,5%,?,-1%,-7%,0,?,-26%,19µM*,?
CC(OC(=O)/C=C/c1cccc(F)c1)C(=O)NC1CCCCC1C (centres undefined),-1%,-4%,-5%,-2%,0%,-8%,11,-1%,-3%,-1%,5%
COc1ccc(CCNC(=O)CCNC(=O)c2ccccc2Cl)cc1,0%,-2%,1%,2%,4%,-1%,1,-21%,-3%,-2%,-7%
COCCNC(=O)[C@H](CSCc1ccccc1)N1Cc2ccccc2C1=O,-2%,-3%,0%,-9%,4%,1%,-2,77%,-2%,-1%,-3%
Cc1cccc(NS(=O)(=O)c2cccc3nonc23)c1,-10%,1%,-13%,10%,11%,5%,10,25%,-30%,3%,11%
O=C(NCc1ccccn1)c1ccc(COc2ccc(Cl)cc2)o1,-3%,8%,25%,-6%,0%,-5%,29,17%,21%,3%,-9%
